Screening data as filed in PubChem.
A549 tox – Nrf2 qHTS screen for inhibitors: counterscreen for cytotoxicity. 0.16% of 390,000 active. AID 504648, 2011. A549 ARE-Fluc cells, CellTiter-Fluor viability, 18-24 h. Potency, µM (top dose mostly 46 µM), inactives show at the top dose activity change, negative = cytotoxicity, most hits filed as inhibitors; note: potency is the fitted concentration of half-maximal effect; % is set by controls: 0 for no effect and ±100 for the full control effect
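A549 ARE_Fluc cells in 5% FBS OPTI-MEM were exposed to compounds in concentration-response for 18-24 h at 37 deg C. Viability was read by CellTiter-Fluor fluorescence (Ex 405/Em 525) after 30 min, before the luciferase read.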
CCT chaperon mod – High-Throughput Screening for Modulators of Cytosolic Chaperonin Activity; purified chaperonin ATPase assay, HTRF ADP detection, 30 min; activity change, % (concentration not given with the values), hits read low; 0.3% of 360,000 active; AID 651819, 2012; in the data active = activity change below about -30%; note: % is set by controls: 0 for no effect and ±100 for the full control effect
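We incubate TRiC, 40 or 20 nM final, with library compounds at 76 uM and 10 uM ATP for 30 min at 37 °C. ADP formed is detected with Transcreener HTRF reagents after 30 min at room temperature.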
TGFb SMAD3 inh – qHTS for Inhibitors of TGF-b. HepG2 CAGA-GFP TGF-b/SMAD3 reporter, GFP fluorescence, 18 h; TGF-beta stimulated, 500 pg/mL final. Potency, µM (top dose mostly 46.1 µM), for inactives: at the top dose activity, negative = inhibition, actives largely listed as inhibitors. 1.2% of 410,000 active. AID 588855, 2011; note: potency is the fitted concentration of half-maximal effect; % is set by controls: 0 for no effect and ±100 for the full control effect; nearly all actives have a fitted effect of over 65% in size
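Smad-responsive CAGA-GFP expression was quantified in HEPG2 cells exposed to compounds and 500 pg/mL final TGF-beta for 18 h at 37 degrees C; unstimulated wells defined full inhibition.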
Nrf2 block – Nrf2 qHTS screen for inhibitors | A549 ARE-Fluc reporter, luciferase luminescence, 18-24 h | 2.1% of 360,000 active | AID 504444, 2011 | Potency, µM (top dose mostly 46 µM), inactives show top-dose activity change, negative = inhibition, actives largely listed as inhibitors; note: potency is the fitted concentration of half-maximal effect; % is set by controls: 0 for no effect and ±100 for the full control effect; nearly all actives have a fitted effect of over 60% in size
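Cells were seeded and rested 2 h, then exposed to compounds for 18-24 h. CellTiter-Fluor was read first as a viability measure. BugLite was added 15 min before the final luminescent read of ARE-luciferase activity in A549 cells.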
MmCpn inh – Inhibitors of TCP-1 ring complex (TRiC) of Methanococcus maripaludis (MmCpn): qHTS; Chaperonin Mm-Cpn (Methanococcus maripaludis); purified Mm-Cpn ATPase, ADP Transcreener TR-FRET; 0.031% of 330,000 active; Potency, µM (top dose mostly 76.9 µM), for inactives: at the highest dose activity, negative = inhibition, usual class: inhibitors; AID 504842, 2011; note: potency is the fitted concentration of half-maximal effect; % is set by controls: 0 for no effect and ±100 for the full control effect; nearly all actives have a fitted effect of over 80% in size
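Purified archaeal Mm-CPN (25nM final) preincubated 10 min at 37degC with compound, then 10uM ATP for 30 min at 37degC; ADP measured by HTRF Transcreener TR-FRET; buffer 30 mM TRIS pH 7.4, 100mM KCl, 5mM MgCl2, 1mM DTT.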
Nrf2 activator – qHTS of Nrf2 Activators; AREc32 ARE-luciferase reporter (MCF7-derived line), luminescence, 24 h; Potency, µM (doses to about 46.1 µM), inactives show at the top dose activation, most hits filed as activators; 0.31% of 410,000 active; note: potency is the fitted concentration of half-maximal effect; % of control where 0% means no effect; nearly all actives have a fitted effect of over 65% in size
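Reporter line AREc32 (ARE-Fluc), seeded overnight in OPTI-MEM with 5% FBS; compound pin-transferred, 24 hr at 37 deg C, 5% CO2; luminescent read-out.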
Akt phos inh – HTS Assay for Inhibitors of Akt Phophorylation: Primary Screen. Neuro2A IGF-stimulated pAkt S473 HTRF, 20 min; hits give low values. activity change, % for hits at 50 µM. 0.32% of 360,000 active; in the data active = activity change below about -80%; inconclusive = mostly about -51% to -80%; note: % is set by controls: 0 for no effect and ±100 for the full control effect
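Single-point screen (50 µM final compound) in Neuro2A cells stimulated 20 min with 6 nM IGF at 37 deg C. After lysis, Ser473-phosphorylated Akt read by HTRF (ex 330 nm, em 615/665 nm) as the 665/615 ratio.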
S2 tox – Viability Counterscreen for Primary qHTS for Inhibitors of ATXN expression | S2 cells (HEK-293 line with an ATXN2-luciferase reporter) viability, CellTiter-Fluor protease fluorescence, 24 h | Potency, µM (highest dose often 56.7 µM), usual class: cytotoxic | 0.49% of 400,000 active | AID 651635, 2014; note: potency is the fitted concentration of half-maximal effect; nearly all actives have a fitted effect of over 40% in size
HepG2 tox – qHTS for Inhibitors of TGF-b: Cytotox Counterscreen | HepG2 CAGA-GFP viability, ATP luminescence, 18 h | 0.76% of 410,000 active | Potency, µM (highest dose often 46.1 µM), for the others: at the highest dose activity change, negative = cytotoxicity, usual class: cytotoxic | AID 588856, 2011; note: potency is the fitted concentration of half-maximal effect; some results filed as inactive show a strong effect at the top dose
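CellTiter-Glo luminescence gave cytotoxicity after 18 hours at 37 degrees C. The cells were HepG2 CAGA-GFP in 1% FBS DMEM, stimulated with 500 pg/mL TGF-beta after compound addition. %Activity was normalised to no-cell wells (complete cell-killing) and DMSO (no toxicity), and curves were fitted and classified.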
* = called active by the depositor; i = inactive; ? = inconclusive; . = not tested or not shown; & = joins results of further samples; [ ] = remark or other dose. Unless noted, calls come from the whole dose curve; as a rule, active = well fitted curve in the direction sought with a large enough effect; inconclusive = small, poorly fitted or top-dose-only effect, or another doubt; inactive = no such curve, though single readings can be large; an effect the other way counts as inactive or inconclusive.

SMILES	A549 tox	CCT chaperon mod	TGFb SMAD3 inh	Nrf2 block	MmCpn inh	Nrf2 activator	Akt phos inh	S2 tox	HepG2 tox
COc1ccccc1NC(=O)c1ccccc1NC(=O)c1ccccc1C(=O)O	10%	-0.2	0%	5%	2%	4.3%	i	?	-8%
COc1ccccc1C(=O)NNC(=O)c1nn(Cc2ccccc2)c(=O)c2ccccc12	-17%	-2.0	?	?	-2%	29%	i	?	-18%
COc1ccc(C(=O)Nc2ccnn2C2CCN(Cc3cn(C)nc3C)CC2)cc1	3%	0.5	5%	28%	2%	0.4%	i	i	5%
CCOC(=O)N1CCC(NC(=O)C2CCCN(c3nc4ccccc4o3)C2)CC1 (stereo not drawn)	3%	-1.5	-29%	4%	0%	-0.2%	i	?	-2%
Cc1ccc(CCNS(=O)(=O)c2cc3c(cc2Cl)NC(=O)CO3)cc1	-10%	0.5	-1%	-24%	1%	2.6%	i	i	-14%
CCCCN(C)CCNC(=O)CN1C(=O)CSc2ccc(S(=O)(=O)N3CCOCC3)cc21	-2%&-6%	0.0	?	4%	1%	-0.3%&-0.7%	i	i	-1%&1%
COc1cc(CC(=O)O)ccc1O	7%	-3.6	10%	21%	1%	-0.2%	i	i	-18%
CN(c1ccccc1)S(=O)(=O)c1cc(C(=O)OCC(=O)N2CCN(C(=O)c3ccco3)CC2)ccc1Cl	4%	-5.5	10µM*	1%	0%	-0.3%	i	i	-1%
C=C(C)CC1N(c2cccc(OC)c2)C(=O)C2C(C(=O)O)C3C=CC21O3 (stereo not drawn)	5%	-0.2	-16%	10%	-6%	0.4%	i	i	-9%
OCC(Cc1ccccc1)Nc1c2ccccc2nc2ccccc12 (stereo not drawn)	-26%	-3.4	?	0%	1%	4.2%	i	i	-6%
CN(Cc1c(C(=O)N/N=C/c2c(F)cccc2Cl)nnn1-c1nonc1N)c1ccccc1	4%	-1.9	-17%	-1%	0%	0.5%	i	i	-14%
COc1ccc(C(=O)NC(=S)Nc2cccc3nc(C)ccc23)cc1OC	9%	-2.4	-14%	-21%	-4%	1.2%	i	i	-2%
CN(C)S(=O)(=O)c1cccc(N2C(=O)CC3(CCCCC3)CC2=O)c1	12%	2.7	-10%	?	5%	-0.5%	i	i	-19%
Cc1cccc(NC(=O)CNC(=O)COC(=O)C2CC2C)c1C (stereo not drawn)	9%	-0.3	-13%	21%	-3%	-0.1%	i	?	-3%
Cn1nc(C(=O)OCC(=O)NCc2ccc(Cl)cc2Cl)c2ccccc2c1=O	.	-2.2	3%	.	.	0.4%	i	i	-19%
O=C(C1=NOC2(C1)C(=O)Nc1ccccc12)N1CCOCC1 (stereo not drawn)	.	0.6	.	.	.	-0.9%	i	i	.
CCCCCN(C(=O)CCC(=O)OCc1ccccc1F)c1c(N)n(CCCC)c(=O)[nH]c1=O	-8%	-3.5	0%	-14%	-1%	0.1%	i	i	4%
COc1ccccc1NC(=O)CSc1nc2c(oc3ccccc32)c(=O)n1-c1ccccc1F	-5%	.	-17%	?	.	5.6%	.	i	-29%
O=C(O)C1CC1C(=O)Nc1cc(F)ccc1F (stereo not drawn)	-2%	-0.2	0%	-8%	-2%	-0.2%[9.22 µM]	i	i	3%
CC1CCN(C(=O)C2CCC(=O)N(Cc3ccc(Cl)cc3)C2)CC1 (stereo not drawn)	-4%	0.8	?	?	-2%	-0.1%	i	i	-13%
Cc1cccc(C(=O)NCC(=O)NCC(c2cccs2)N2CCOCC2)c1 (stereo not drawn)	11%	-0.1	1%	2%	1%	0.1%	i	i	-6%
Clc1ccc(Sc2ccccn2)cc1	3%	0.4	-3%	12%	-3%	0.5%	i	i	-3%
Cn1c(N)c(C(C[N+](=O)[O-])c2c(F)cccc2Cl)c(=O)n(C)c1=O (stereo not drawn)	-5%	-1.3	0%	11%	-4%	16µM*	i	i	-25%
Cc1ccc(N2C(=O)CS(=O)C(c3ccccc3)C2=O)cc1C (stereo not drawn)	3%	-3.7	-7%	10%	-5%	?	i	i	-35%
Oc1ccc2c(c1)c1c3n2CCNC3CCC1 (stereo not drawn)	-2%	-3.9	?	4%	-7%	0.2%	i	i	7%
COc1cc(S(=O)(=O)N(C)Cc2ccc3c(c2)OCCO3)ccc1NC(C)=O	-13%	0.5	-11%	?	1%	0.0%	i	i	-7%
COc1ccc(F)cc1S(=O)(=O)NCCc1csc2nc(-c3cccc(C)c3)nn12	?	.	?	.	.	13%	.	.	-13%
CC(C)(C)c1ccc(C(=O)Nc2cnccn2)cc1	-1%[1.84 µM]	-4.2	3%	?	0%	-1.3%	i	i	-26%
O=C(CCn1c(=O)c2ccccc2n(Cc2cccc(Cl)c2)c1=O)NCCc1ccccc1	1%	.	4%	4%	.	-0.3%	.	i	16%
CCOC(=O)Nc1ccc(C(=O)Oc2ccccc2)c(O)c1	1%	0.4	-4%	-6%	1%	0.2%	i	i	-5%
O=C(O)C1Nc2c(C(=O)N3CCOCC3)cccc2C2C=CCC12 (stereo not drawn)	?	-1.2	0%	-10%	-4%	-0.5%	i	i	1%
COc1ccc(S(=O)(=O)N2CCc3cc4c(cc3C2C)OCCCO4)cc1 (stereo not drawn)	11%	1.2	?	-3%	-1%	2.9%	i	i	3%
CCOC(=O)c1[nH]c(C)c(C(=O)NCCc2ccccc2)c1C	-2%	.	-17%	-8%	.	6.4%	.	i	-34%
COc1ccccc1NC(=O)NC(=O)N(C(C)C)S(C)(=O)=O	23%	0.9	?	9%	1%	0.1%	i	i	-6%
COc1ccc(CC(=O)c2cc(OC)c(OC)cc2CC(=O)O)cc1OC	-2%	-2.2	10%	5%	1%	-0.4%	i	i	9%
COc1ccccc1NC(=O)COC(=O)C1C2CC3OC(=O)C1C3C2 (stereo not drawn)	8%	-1.9	-1%	10%	4%	2.9%	i	i	-15%
C1=Nc2c(Nc3ccccc3)ncnc2Oc2ccccc21	-7%	-4.5	15%	.	2%	6.0%	.	i	-28%
CCC(=O)N1CCc2cc(Br)cc(S(=O)(=O)NCCN3CCCC3)c21	18%	2.0	2%	5%	-2%	0.3%	i	i	-8%
Cc1ccc(NC(=O)Cn2nc(N3CCN(c4ccccc4)CC3)ccc2=O)cc1F	-2%	.	?	-10%	.	4.5%	.	?	-12%
O=C(Nc1cccc(Cl)c1Cl)c1csc([C@@H]2O[C@H](CO)[C@H](O)[C@H](O)[C@H]2O)n1	.	-0.9	-1%	.	.	-0.1%	i	i	1%
Cc1ccc(CNC(=O)c2ccc3c(c2)nc2n3CCCC2)cc1	-2%	.	-27%	.	.	3.4%	.	.	-24%
Cc1ccc[n+](CC(=O)Nc2ccc([N+](=O)[O-])cc2)c1	10%	-3.8	?	3%	2%	?	i	?	-54%
Cc1cccc(CN(Nc2ccccc2)c2ccccc2)n1	.	-1.3	-9%	.	.	0.6%	i	i	-10%

Structures from the list above that contain a COOH group (6):
SMILES	A549 tox	CCT chaperon mod	TGFb SMAD3 inh	Nrf2 block	MmCpn inh	Nrf2 activator	Akt phos inh	S2 tox	HepG2 tox
COc1ccccc1NC(=O)c1ccccc1NC(=O)c1ccccc1C(=O)O	10%	-0.2	0%	5%	2%	4.3%	i	?	-8%
COc1cc(CC(=O)O)ccc1O	7%	-3.6	10%	21%	1%	-0.2%	i	i	-18%
C=C(C)CC1N(c2cccc(OC)c2)C(=O)C2C(C(=O)O)C3C=CC21O3 (stereo not drawn)	5%	-0.2	-16%	10%	-6%	0.4%	i	i	-9%
O=C(O)C1CC1C(=O)Nc1cc(F)ccc1F (stereo not drawn)	-2%	-0.2	0%	-8%	-2%	-0.2%[9.22 µM]	i	i	3%
O=C(O)C1Nc2c(C(=O)N3CCOCC3)cccc2C2C=CCC12 (stereo not drawn)	?	-1.2	0%	-10%	-4%	-0.5%	i	i	1%
COc1ccc(CC(=O)c2cc(OC)c(OC)cc2CC(=O)O)cc1OC	-2%	-2.2	10%	5%	1%	-0.4%	i	i	9%

Exported with two lines to a compound: entries from further up
Every second line gives: A549 tox, CCT chaperon mod, TGFb SMAD3 inh, Nrf2 block, MmCpn inh, Nrf2 activator, Akt phos inh, S2 tox, HepG2 tox
- C1=Nc2c(Nc3ccccc3)ncnc2Oc2ccccc21
 : -7%, -4.5, 15%, ., 2%, 6.0%, ., i, -28%
- CCC(=O)N1CCc2cc(Br)cc(S(=O)(=O)NCCN3CCCC3)c21
 : 18%, 2.0, 2%, 5%, -2%, 0.3%, i, i, -8%

Compounds as they come. About 4.4% of those tested had a hit in this group.
